Cardiac RTF inh: cardiac RTF calcium sensitivity inhibitors, primary screen, biochemical, IANBD-TnC fluorescence, EC70 calcium; IANBD-labeled cardiac RTF, Ca2+ fluorescence; inhibition, % at 7.15 µM; 340,000 compounds, 0.12% hits; AID 493244, 2011;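 active = inhibition above the mean inhibition of all tested compounds plus 3 SD, cut at about 17% in these data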;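 also: assay run at fixed EC70 calcium of 1.6 mM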
MOR-DOR ag: agonists of OPRM1-OPRD1 heterodimerization, primary screen, cell-based, luminescence; Mu-type opioid receptor (Homo sapiens) + Delta-type opioid receptor (Homo sapiens), …; cells; activation, % at 9.3 µM; 340,000 compounds, 0.3% hits; AID 504326, 2011; in the data active = activation above about 18%;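 also: 0% = vehicle-treated cells and 100% = reference agonist; values of inactives mirror those of a sister screen read the other way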
Target sequence (P35372 whole entry, looked up): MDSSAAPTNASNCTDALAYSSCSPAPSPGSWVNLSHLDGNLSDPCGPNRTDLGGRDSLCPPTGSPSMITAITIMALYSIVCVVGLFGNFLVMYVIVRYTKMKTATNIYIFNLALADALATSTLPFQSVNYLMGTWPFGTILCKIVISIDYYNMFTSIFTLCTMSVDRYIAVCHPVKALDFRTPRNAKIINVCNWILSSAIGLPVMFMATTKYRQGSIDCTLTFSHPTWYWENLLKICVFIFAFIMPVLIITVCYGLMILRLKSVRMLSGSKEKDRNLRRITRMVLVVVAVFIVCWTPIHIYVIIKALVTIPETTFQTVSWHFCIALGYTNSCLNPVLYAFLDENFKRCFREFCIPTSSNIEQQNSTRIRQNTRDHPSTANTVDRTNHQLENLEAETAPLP
Target sequence (P41143 whole entry, looked up): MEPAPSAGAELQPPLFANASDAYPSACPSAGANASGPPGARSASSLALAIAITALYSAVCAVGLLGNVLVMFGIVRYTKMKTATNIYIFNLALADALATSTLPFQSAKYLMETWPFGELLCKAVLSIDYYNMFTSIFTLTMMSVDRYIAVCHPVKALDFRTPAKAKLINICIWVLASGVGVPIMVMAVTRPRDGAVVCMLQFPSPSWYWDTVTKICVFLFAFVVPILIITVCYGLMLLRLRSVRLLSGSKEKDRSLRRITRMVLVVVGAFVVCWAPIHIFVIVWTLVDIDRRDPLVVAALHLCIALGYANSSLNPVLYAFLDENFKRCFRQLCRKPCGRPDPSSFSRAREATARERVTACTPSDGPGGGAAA
Keap1-Nrf2 PPI: Keap1-Nrf2 protein-protein interaction inhibitors, primary screen, biochemical, fluorescence polarization, single point | Keap1 Kelch-Nrf2 peptide fluorescence polarization, 1536-well | inhibition, % at 9.4 µM | 340,000 compounds, 0.15% hits | AID 504523, 2011; in the data active = inhibition above about 12%;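 also: human Keap1 Kelch domain with fluorescein labeled Nrf2 9mer peptide probe; 0% = neutral control wells and 100% = peptide positive control; higher means more block of Keap1 binding to Nrf2 peptide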
LANA DNA inh: inhibitors of KSHV C-LANA binding to DNA, primary screen, biochemical, fluorescence polarization, FAM-LBS DNA, MBP-C-LANA, single point; Kaposi's sarcoma herpesvirus LANA C-terminal domain (residues 932-1162) DNA binding; inhibition, % at 9 µM; 340,000 compounds, 0.078% hits; AID 504423, 2011;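 active = highest replicate inhibition at or above 60% at 9 µM, even if other replicates fall short; inactive = all replicates below 60% inhibition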;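 also: 0% = neutral control wells and 100% = 4 µM acridine orange control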
V-ATPase pH: regulators of yeast V-ATPase proton pumping, primary screen, pHLuorin cytosolic pH fluorescence; S. cerevisiae; response, % at 10 µM; 350,000 compounds, 0.37% hits; AID 504577, 2011; in the data active = response mostly above about 7.3%, no sharp cut-off; inactive = mostly below about 5.4%; also: actives read high; inactives centre near 0; some compounds called inactive have numbers as strong as hits; reference of the scale not given here
HTR5A inv ag: HTR5A inverse agonists in luminescence cell assay, primary screen, counter-screen for OPRM1-OPRD1 heterodimer inverse agonist project, full-deck HTS; HTR5A cell line, inverse agonism; inhibition, % at 9.3 µM; 340,000 compounds, 0.083% hits; AID 504634, 2011; in the data active = inhibition mostly above about 23%, no sharp cut-off; inactive = mostly below about 18%;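 also: 0% = cells with DMSO and 100% = no-cell wells with DMSO; some compounds called inactive have numbers as strong as hits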
OPRM1-OPRD1 inv: inverse agonists of MOR-DOR heterodimerization, primary screen, cell-based, luminescence; cell-based MOR-DOR heterodimer luminescence, inverse agonism; inhibition, % at 9.3 µM; 340,000 compounds, 0.21% hits; in the data active = inhibition above about 22%, passing the limit was not always enough;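 also: 0% = cells with DMSO and 100% = wells without cells with DMSO; values of inactives mirror those of a sister screen read the other way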
cardiac RTF act: cardiac RTF calcium sensitivity activators, primary screen, biochemical, IANBD-TnC fluorescence, EC20 calcium; AID 493008, 2010; Troponin I, cardiac muscle (Homo sapiens) + Troponin T, cardiac muscle (Homo sapiens) + …; IANBD-labeled TnC RTF fluorescence at EC20 calcium; 0% EC20 calcium, 100% full calcium; 340,000 compounds, 0.24% hits; activation, % at 7.2 µM;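 active = activation above the mean over all tested compounds plus 3 SD, cut at about 30% in these data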;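 also: rise in fluorescence read as greater calcium sensitivity of cardiac thin filaments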
HTR5A ag: HTR5A agonists in luminescence cell assay, primary screen, counter-screen for OPRM1-OPRD1 heterodimer agonist project, full-deck HTS; cell-based; 5-hydroxytryptamine receptor 5A (Homo sapiens), P47898; AID 504692, 2011; activation, % at 9.3 µM; 340,000 compounds, 0.61% hits; in the data active = activation mostly above about 9.5%, no sharp cut-off; inactive = mostly below about 7.6%;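 also: 0% = cells with vehicle only and 100% = reference agonist; strong numbers were not always called active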
CAL PDZ FP: untagged CAL PDZ binding inhibitors, primary screen, biochemical, fluorescence polarization, HTS. Golgi-associated PDZ and coiled-coil motif-containing protein (Homo sapiens), Q9HD26. purified CAL PDZ, TMR-peptide fluorescence polarization, 1 h. inhibition, % at 24.9 µM. 300,000 compounds, 0.92% hits;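 active = mean inhibition of at least 30% with at least half of replicates also reaching 30%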;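 also: 0% = DMSO neutral control and 100% = excess unlabeled competitor peptide PRC23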
An asterisk follows results filed as active; nt = not tested or not shown.

SMILES	Cardiac RTF inh	MOR-DOR ag	Keap1-Nrf2 PPI	LANA DNA inh	V-ATPase pH	HTR5A inv ag	OPRM1-OPRD1 inv	cardiac RTF act	HTR5A ag	CAL PDZ FP
O=C1c2cc([N+](=O)[O-])ccc2-c2cc(Cl)c(NC(=O)C(F)(F)F)cc21	3	-0.3	2	3.3	-2	11	1	0	-3	-6
CN(c1ccc(C(=O)N2CCOCC2)cc1[N+](=O)[O-])C1CCCCC1	6	-1.3	2	-0.2	-5	-20	7	-5	2	4
CC1(C)Nc2ccccc2C(=O)N1c1ccc(Br)cc1	-2	0.2	-10	0.1	-2	-14	-1	0	-1	-4
Nc1ncc(S(=O)(=O)c2ccc([N+](=O)[O-])cc2)s1	-8	9.2	0	0.4	2	7	-49	5	-2	-6
COc1ccc(C(=O)Cc2ccc(F)cc2)c(OC)c1	-2	-2.4	3	-0.5	2	-5	12	-3	2	-2
O=c1c2ccccc2sc2ccc(Cl)cc12	-2	4.5	3	-1.7	2	-17	-26	5	5	-2
CCC(CO)Oc1cc(NC(=O)c2ccc(C)cc2)c2ncn(C(C)C)c2c1 (configuration not stated)	-7	1.0	-2	0.3	-1	8	-5	3	-3	3
O=C(Nc1cccc2ccccc12)N(CCO)C1CCS(=O)(=O)C1 (configuration not stated)	7	2.2	-6	-0.4	-4	3	-18	-3	-1	0
CC1CN(Cc2ccccc2)C(=S)N(c2ccccc2)C1=O (configuration not stated)	-6	-1.9	-5	1.8	-1	-2	10	5	0	-2
CN(C)c1nc(N)nc(CSc2nnnn2-c2ccccc2)n1	1	-1.4	-3	0.5	1	-6	7	5	4	-4
Cc1ccc([N+](=O)[O-])cc1NC(=O)CSc1nncn1-c1ccccn1	-15	-1.3	1	0.0	0	13	7	-5	-5	-6
COc1cccc(CNC(=O)C2CCCN(S(=O)(=O)c3c(C)noc3/C=C/N(C)C)C2)c1 (configuration not stated)	0	-1.4	-13	-1.5	-3	5	8	-2	-1	-3

Shown with values under each structure: two of the compounds above.
Value order: Cardiac RTF inh | MOR-DOR ag | Keap1-Nrf2 PPI | LANA DNA inh | V-ATPase pH | HTR5A inv ag | OPRM1-OPRD1 inv | cardiac RTF act | HTR5A ag | CAL PDZ FP
> CC1CN(Cc2ccccc2)C(=S)N(c2ccccc2)C1=O (configuration not stated)
  -6 | -1.9 | -5 | 1.8 | -1 | -2 | 10 | 5 | 0 | -2
> CN(C)c1nc(N)nc(CSc2nnnn2-c2ccccc2)n1
  1 | -1.4 | -3 | 0.5 | 1 | -6 | 7 | 5 | 4 | -4

Later entries.
SMILES	Cardiac RTF inh	MOR-DOR ag	Keap1-Nrf2 PPI	LANA DNA inh	V-ATPase pH	HTR5A inv ag	OPRM1-OPRD1 inv	cardiac RTF act	HTR5A ag	CAL PDZ FP
O=C1CCC(=O)N1OCCOc1ccc2c(c1)CCC2	0	-2.8	-2	-2.1	-1	0	12	-1	0	-1
COc1cc(NC(=O)c2cc3c(=O)n(C)c4ccccc4c3n2C)cc(OC)c1OC	-5	13	-2	1.7	1	-16	-64	0	6	-4
COc1ccc2c(-c3ccccc3)cc(SCC(=O)N(C)C3CCS(=O)(=O)C3)nc2c1 (configuration not stated)	2	-0.2	-5	0.2	-4	5	1	-5	-2	-2
Cc1nc2c(Cl)cccc2[nH]1	-5	-0.8	-1	-2.6	0	-1	5	5	1	-2
Cc1cccc(C)c1NC(=O)C1(N(Cc2ccco2)C(=O)CC2NC(=O)NC2=O)CCCCC1 (configuration not stated)	2	-3.0	-3	2.6	-6	-2	16	-4	1	0
O=C(NC1CCCC1)c1ccc(Br)s1	-4	-0.4	3	-0.8	7	8	2	-2	4	-3
CCn1cc([N+](=O)[O-])c(C(=O)N2N=C(c3ccc(Cl)c(Cl)c3)CC2c2ccccc2O)n1 (configuration not stated)	5	5.8	1	-0.4	-1	11	-30	-3	8	-7
CCc1ccc(OCCCC(=O)Nc2ccc(N3CCCCC3)cc2)cc1	-3	-2.0	-4	0.0	-6	-8	11	-8	5	6
Cc1cccc(CS(=O)(=O)Cc2ccc(C(=O)NCc3ccccc3)o2)c1	4	-2.6	3	-0.8	-2	7	14	-5	-3	2
O=C(N/N=C/c1cc([N+](=O)[O-])ccc1O)c1cccc2ccccc12	-2	-2.0	-3	0.5	6	-3	11	-5	1	23
CCOC(=O)C1CCCN(C(=O)c2ccc(Cn3c(=S)[nH]c4cc(C(=O)OC)ccc4c3=O)cc2)C1 (configuration not stated)	-11	-1.6	3	0.7	0	-13	8	-4	5	4
COc1cc(-c2cc(C(=O)N(C)Cc3ccccc3)c3ccccc3n2)cc(OC)c1OC	-5	-1.0	-4	-0.1	1	-8	6	2	-3	-8
COc1ccc(C2(O)CC3CCC(C2)N3c2nc(C)cc(C)c2C#N)cc1 (configuration not stated)	-2	-1.4	-6	-0.2	1	-20	9	1	0	-3
Cc1cc(NC(=O)COc2ccccc2)n(-c2ccccc2)n1	1	-1.8	-4	-0.4	-1	-1	10	-1	6	1
COc1ccc(S(=O)(=O)N(C)CC(=O)N2CCCCCC2)cc1	4	-3.1	-4	-0.2	5	-24	16	-3	9	-3
COc1cc(C2c3c(-c4ccccc4O)n[nH]c3C(=O)N2Cc2ccco2)cc(OC)c1OC (configuration not stated)	2	-2.3	-1	-0.1	0	-3	12	3	1	-5
COc1cc(C(=O)NC(=S)Nc2ccc(N3CCCC3)cc2)cc(OC)c1OC	-3	-1.7	-5	-1.3	0	10	9	4	3	-5
CCCCn1c2nc3ccccc3nc2c2c(=O)n(-c3ccccc3)cnc21	-7	-0.3	1	0.5	5	8	2	-3	-3	2
COC(=O)c1cn(NC(=O)Cc2cccc(C(F)(F)F)c2)c(=O)c2ccccc12	-14	1.8	-3	0.1	-3	3	-8	1	-1	-1
COc1ccc(C)cc1NC(=O)C1CCN(C(=O)c2ccco2)CC1	-5	2.4	-1	-1.3	-1	2	-18	-5	-1	nt
CCOc1ccc(N(CC(=O)Nc2ccccc2C(=O)NC(C)CC)S(C)(=O)=O)cc1 (configuration not stated)	-3	-0.7	-1	-0.6	1	-10	4	2	4	0
CC[n+]1c(P(=O)([O-])c2ccccc2)[nH]c2ccccc21	-14	-1.4	-5	3.3	0	9	9	-1	-1	0
COCCCn1c(=O)c2ccccc2n(Cc2cccc(C)c2)c1=O	0	-3.6	0	0.0	1	11	17	-3	-3	-2
CNc1nc(-c2ccc3c(c2)CCN3C(=O)CC(C)(C)C)c(C)s1	-11	-2.0	-3	1.0	5	17	10	8	-1	nt
CCN(C(=O)CN1C(=O)NC(c2ccccc2)(c2ccc(C)c(C)c2)C1=O)C1CCS(=O)(=O)C1 (configuration not stated)	7	-1.3	2	-1.7	-3	-4	7	-7	1	nt
Cn1c(C(=O)OC(C(=O)NC2CCCC2)c2ccncc2)cc2sccc21 (configuration not stated)	-8	-1.6	2	0.1	3	-11	9	-1	4	-4
COc1ccccc1OCc1cc(C(=O)NCc2ccc(N3CCCC3=O)cc2)no1	1	-0.1	-4	1.4	6	-4	1	-4	-2	-2
N#Cc1cc2c(nc1SCC(O)CS(=O)(=O)Cc1ccccc1)CCCC2 (configuration not stated)	-13	-2.4	2	-0.3	-1	-8	13	11	3	-2
Cc1c(N2CCCC2)cc2c(c1NC(=O)c1ccccc1Cl)C(C)(C)CC2(C)C	-3	-2.1	-4	1.5	-2	-23	11	-4	6	-2
Cc1cc(Cl)ccc1OCC(=O)OCC(=O)Nc1ccc(F)c([N+](=O)[O-])c1	-5	-1.4	-4	-0.4	-3	-29	7	0	0	-1
COC(=O)CSC1=C(C#N)C(=O)NC2(CCCCC2)S1	-6	-2.3	-2	0.4	0	10	12	-4	-4	-3
CCS(=O)(=O)N1CCN(C(=O)c2ccco2)CC1	-2	-0.1	5	-0.4	0	3	0	0	-1	1
O=C(NCC1COc2ccccc2O1)c1ccc(Cl)c(S(=O)(=O)N2CCCC2)c1 (configuration not stated)	-1	-0.8	-4	3.4	-3	-2	3	-5	5	-1
CCCCCn1c(Sc2ccccc2)nc2c1c(=O)[nH]c(=O)n2C	-3	0.1	2	-1.2	-3	-1	-1	-2	1	nt
Cc1ccccc1C(=O)NNC(=O)CCc1ccccc1	-4	-0.9	-7	0.5	1	-2	4	5	1	0
CCN1CCc2c(sc(NC(=O)c3ccc(S(=O)(=O)N4CCCC4)cc3)c2C(=O)NC)C1	-7	-2.7	-3	-2.2	-2	17	9	-9	2	-3
COCCOc1cc(NC(=O)c2cccc(OC)c2)c(Cl)cc1Cl	-5	-1.7	-8	1.3	-1	9	9	5	-3	0
O=C(CSc1nnnn1Cc1ccccc1)Nc1ccc2c(c1)OCCO2	7	-2.5	-4	0.1	-3	10	14	-5	-1	-1
CN(Cc1ccccn1)C(=O)CC1C(=O)NCCN1Cc1cccc(Oc2ccccc2)c1 (configuration not stated)	2	-0.1	-3	-1.2	-1	-20	1	-8	-1	6
COc1cc(/C=C/C(=O)OCC(=O)Nc2ccc([N+](=O)[O-])cc2)ccc1O	-8	3.3	-2	-2.1	0	-17	-17	-1	8	-2
CC1CCN(Cc2ccc(NC(=O)C3CCN(c4nnc(-n5cccc5)s4)CC3)cc2)CC1	-5	3.2	-9	0.2	-4	10	-17	4	-4	nt
CCN(CC)C(=O)CSc1nc2ccsc2c(=O)n1CCCC(=O)NCCc1ccc(S(N)(=O)=O)cc1	-8	-3.6	-5	1.3	0	4	18	-1	0	-5
COc1ccc(CC(NC(C)=O)C(=O)NC2CCN(C(=O)c3ccc([N+](=O)[O-])cc3)CC2)cc1OC (configuration not stated)	6	-3.0	-1	1.9	-1	-9	16	4	3	77*
CCOc1ccccc1Oc1coc2cc(OCC(=O)O)ccc2c1=O	-13	-2.1	-1	0.3	2	-9	12	0	3	-6
COc1ccc(S(=O)(=O)N2CCCCCC2)cc1N	2	2.6	-6	0.1	-1	-16	-13	4	6	1
O=C(NC1CCCCCC1)c1ccc(CN2CCOCC2)cc1	11	-2.3	-3	0.0	0	-4	14	0	7	-2
CCOC(=O)Cn1c2ccccc2c2nc(C)sc21	-4	0.5	1	-1.4	-3	4	-2	6	-2	-5
Cc1c(N(C)S(=O)(=O)c2cc(C(=O)NCC3CCCO3)ccc2Cl)c(=O)n(-c2ccccc2)n1C (configuration not stated)	-10	-1.1	1	-0.6	1	30	6	-3	-12	-3
O=C(NC1CCCc2c1cnn2-c1ccccc1F)c1ccccc1N1CCOCC1 (configuration not stated)	-2	-1.3	-3	0.5	-2	-22	5	4	9	nt
COc1cc(/C=N/NC(=O)c2cccc(NC(=O)c3ccccc3Cl)c2)ccc1O	-30	-0.7	-4	-0.7	5	-11	5	3	4	-1

From PubChem
